Screening results as filed in PubChem.
HTR1E antagonist – 5-HT1E receptor antagonists, primary screen, cell-based, HTS; 5-hydroxytryptamine receptor 1E (Homo sapiens), P28566; CHO 5-HT1E Ga15 NFAT-bla reporter, FRET, antagonist; inhibition, % at 6 µM; 0.99% of 65,000 active;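 active = inhibition above a set limit, the mean inhibition across every tested compound plus 3 SD, cut at about 29% in these data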;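 also: signal is the 460 over 535 nm emission ratio of beta-lactamase substrate; 0% = agonist plus DMSO wells and 100% = wells without agonist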
Target sequence (P28566 whole entry, looked up): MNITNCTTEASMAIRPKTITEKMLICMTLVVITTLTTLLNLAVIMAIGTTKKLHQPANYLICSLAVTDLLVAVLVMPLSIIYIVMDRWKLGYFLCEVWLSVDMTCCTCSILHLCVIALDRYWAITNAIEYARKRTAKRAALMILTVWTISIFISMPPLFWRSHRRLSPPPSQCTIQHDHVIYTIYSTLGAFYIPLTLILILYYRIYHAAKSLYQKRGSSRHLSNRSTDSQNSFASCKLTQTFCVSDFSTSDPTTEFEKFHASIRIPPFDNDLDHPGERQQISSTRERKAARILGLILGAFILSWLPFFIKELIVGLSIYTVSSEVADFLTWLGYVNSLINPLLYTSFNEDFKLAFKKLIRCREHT
5HT1a ag – human 5-HT1a receptor agonists, primary screen, cell-based, CHO, Ga15 NFAT-bla reporter | CHO 5-HT1a Ga15 NFAT-bla reporter, FRET ratio; 0% basal, 100% maximal reference agonist | activation, % at 10 µM | 0.56% of 65,000 active | AID 567, 2006;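 active = activation above the screen-wide mean activation plus 3 SD, cut at about 19% in these data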;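 also: 0% = DMSO wells and 100% = 5-CT at EC100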
Target sequence (P08908 whole entry, looked up): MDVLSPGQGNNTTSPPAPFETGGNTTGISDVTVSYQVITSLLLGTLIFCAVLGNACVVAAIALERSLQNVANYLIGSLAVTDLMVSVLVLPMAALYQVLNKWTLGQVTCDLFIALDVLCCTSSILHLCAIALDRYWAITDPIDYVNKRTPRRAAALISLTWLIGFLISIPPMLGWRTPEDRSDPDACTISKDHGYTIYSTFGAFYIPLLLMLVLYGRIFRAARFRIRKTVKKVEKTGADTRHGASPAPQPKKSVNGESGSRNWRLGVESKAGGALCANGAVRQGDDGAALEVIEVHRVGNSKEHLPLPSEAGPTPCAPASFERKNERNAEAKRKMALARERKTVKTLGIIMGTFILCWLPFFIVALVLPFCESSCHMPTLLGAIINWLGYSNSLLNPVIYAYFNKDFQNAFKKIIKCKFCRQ
S1P3 agonist – human S1P3 receptor agonists, primary screen, cell-based, primary and confirmation, NFAT-BLA reporter; Sphingosine 1-phosphate receptor 3 (Homo sapiens), Q99500; S1P3 NFAT-BLA reporter cells, agonism, FRET ratio; relative to 1 µM S1P, basal subtracted; activation, % at 4.5 µM; AID 373, 2006; 0.1% of 60,000 active;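 active = activation above the screen-wide mean plus 3 SD, cut at about 4.5% in these data, passing the limit was not always enough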; also: some compounds called inactive have numbers as strong as hits
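Measure – % activation relative to 1 µM S1P (100%), per plate · System – stable CHO line with human S1P3, Gα16, NFAT-BLA reporter · Timing – cells plated overnight, compound 4 h 37 °C, substrate 2 h RT · Technique – fluorescent BLA substrate, ex 405 nm, em 460/535 nm ratio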
S1P1 ag-PAM – S1P1 agonists and agonism potentiators, primary screen, cell-based, primary and confirmation screens, CRE-bla reporter; Sphingosine 1-phosphate receptor 1 (Homo sapiens), P21453; S1P1 CRE-bla cells, forskolin, beta-lactamase FRET, potentiator mode; S1P1 agonist co-added at EC20, 2 nM; 100% = saturating reference agonist, 0% = basal; AID 449, 2006; 0.57% of 56,000 active; activation, % at 9.5 µM;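 active = activation above a cutoff set at the mean activation of all tested compounds plus 3 SD, cut at about 54% in these data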;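 also: forskolin at 4 µM as EC80 and the EC20 agonist is SEW2871; 100% = SEW2871 at its EC100 plus forskolin at EC80; some compounds past the cut are filed as inactive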
5-HT1A blocker – human 5-HT1a receptor antagonists, primary screen, cell-based, CHO, Ga15 NFAT-bla reporter. 5-hydroxytryptamine receptor 1A (Homo sapiens), P08908. 0.68% of 62,000 active. CHO 5-HT1a Ga15 NFAT-bla reporter, antagonist mode. AID 612, 2007. inhibition, % at 10 µM;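 active = inhibition above the mean of all tested compounds plus 3 SD, cut at about 43% in these data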;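 also: receptor stimulated by 5-CT agonist at 100 nM near EC80; beta-lactamase reporter measured by ratiometric fluorescence of a cleavable substrate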
Jurkat viability – cytotoxicity toward Jurkat T cells, primary screen, cytotoxicity control, cell-based, Jurkat E6.1, 60K MLSMR library; AID 463, 2006; Jurkat E6.1 viability, ATP luminescence, 48 h; 1.2% of 56,000 active; inhibition, % at 4 µM;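 active = inhibition above the mean inhibition of all tested compounds plus 3 SD, cut at about 28% in these data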
M1 antag – antagonists of rat M1 muscarinic receptor | CHO-M1 cells, Fluo-4 calcium, ACh EC80 antagonist mode; hits give low values | Muscarinic acetylcholine receptor M1 (Rattus norvegicus), P08482 | 3.4% of 64,000 active | AID 628, 2007 | B-score at 10 µM;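 active = calcium fluorescence response, raw or row-and-column corrected B-score, differing from the plate sample mean either way at a set confidence level, mostly lower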
5HT1E ag – 5-HT1E receptor agonists, primary screen, cell-based, HTS; CHO 5-HT1E Ga15 NFAT-bla reporter, FRET; 0% DMSO wells, 100% control agonist wells; activation, % at 6 µM; AID 574, 2007; 0.69% of 65,000 active; 5-hydroxytryptamine receptor 1E (Homo sapiens), P28566;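 active = activation above a set limit, the screen-wide mean activation plus 3 SD, cut at about 8.5% in these data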;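 also: 100% = positive control agonist at 1 µM giving full maximal response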
M1 ag – M1 muscarinic receptor agonists, primary screen, CHO-M1 cells, Fluo-4 calcium, agonist mode. Muscarinic acetylcholine receptor M1. Fluo-4 calcium fluorescence; hits give high values. B-score at 10 µM. 3% of 64,000 active. AID 626, 2007;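 active = fluorescence rise, raw or as B-score row- and column-corrected plate score, outside the 99.7% band of its plate's samples, either direction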
* = called active by the depositor; · = not tested or not shown.

SMILES | HTR1E antagonist | 5HT1a ag | S1P3 agonist | S1P1 ag-PAM | 5-HT1A blocker | Jurkat viability | M1 antag | 5HT1E ag | M1 ag
NC1=NC(c2ccc(Cl)cc2)n2c(nc3ccccc32)N1 (configuration not stated) | 15 | -0.6 | -0.9 | 1 | 18 | 8 | -0.61 | -0.3 | 0.014
COc1ccc(C(=O)OCn2nnc3ccccc3c2=O)cc1OC | 1 | -0.1 | 1.1 | -7 | -20 | 0 | 0.39 | 0.1 | -0.15
O=C(NCC(c1cccnc1)N1CCN(c2ccccc2)CC1)C1CCCCC1 (configuration not stated) | 5 | -2.6 | -1.2 | -4 | 3 | 11 | 0.077 | 0.1 | 0.079
Cc1cccc2cc(C#N)c(NCCCn3ccnc3)nc12 | -1 | 9.6 | -0.4 | -6 | -11 | -4 | 0.9 | 4.5 | 0.062
O=C(O)c1ccc(Br)c(S(=O)(=O)N2CCCC2)c1 | -4 | -3.6 | 0.9 | -38 | -1 | -8 | 0.43 | 1.3 | -0.51
Cc1nnc(SCc2ccc(F)cc2)s1 | -7 | -1.5 | -0.6 | · | -10 | 3 | 0.33 | -0.1 | -0.83
Cc1cccc(-n2ncc3c(Nc4ccc(F)cc4)ncnc32)c1 | 11 | -2.1 | 0.0 | 1 | 22 | 2 | 0.0012 | -0.3 | 0.85
O=C1OC(Nc2nccs2)c2ccccc21 (configuration not stated) | -8 | 1.5 | 0.5 | -6 | -13 | -8 | -0.4 | 0.8 | 0.19
COc1ccc(OC)c2[nH]c(=O)c(CCNC(=O)c3ccc(S(=O)(=O)N4CCCCC4)cc3)cc12 | -4 | -0.8 | -0.1 | -16 | -2 | -2 | 0.04 | 1.1 | 0.13
CCOC(=O)CSc1nnc(CNC(=O)c2cccs2)n1CCc1ccccc1 | -2 | -0.3 | -0.5 | 0 | 3 | 0 | -0.19 | -0.3 | -0.22

3 records picked at random from the list so far:
SMILES | HTR1E antagonist | 5HT1a ag | S1P3 agonist | S1P1 ag-PAM | 5-HT1A blocker | Jurkat viability | M1 antag | 5HT1E ag | M1 ag
Cc1cccc(-n2ncc3c(Nc4ccc(F)cc4)ncnc32)c1 | 11 | -2.1 | 0.0 | 1 | 22 | 2 | 0.0012 | -0.3 | 0.85
O=C1OC(Nc2nccs2)c2ccccc21 (configuration not stated) | -8 | 1.5 | 0.5 | -6 | -13 | -8 | -0.4 | 0.8 | 0.19
COc1ccc(OC)c2[nH]c(=O)c(CCNC(=O)c3ccc(S(=O)(=O)N4CCCCC4)cc3)cc12 | -4 | -0.8 | -0.1 | -16 | -2 | -2 | 0.04 | 1.1 | 0.13

(further entries)
SMILES | HTR1E antagonist | 5HT1a ag | S1P3 agonist | S1P1 ag-PAM | 5-HT1A blocker | Jurkat viability | M1 antag | 5HT1E ag | M1 ag
CCOC(=O)CSc1nnc(NC(=O)c2cccc(S(=O)(=O)N3CCCCC3)c2)s1 | 6 | -2.0 | -0.5 | -27 | -1 | -3 | -1.2 | -0.7 | 0.27
OC(CNCC1COc2ccccc2O1)COCc1cccs1 (configuration not stated) | 10 | 13 | 0.4 | -4 | 37 | 2 | -0.13 | 0.5 | 0.61
O=C(COc1ccccc1)NC(Cc1c[nH]c2ccccc12)C(=O)O (configuration not stated) | -13 | 0.9 | -0.9 | -18 | 2 | -10 | 0.06 | 0.8 | 0.35
CC(C)CSc1nc2c(c(=O)[nH]c(=O)n2C)n1CCc1ccccc1 | 7 | -4.1 | -0.4 | -22 | -14 | 5 | 0.5 | -0.7 | 0.4
O=C(NCCCN1CCN(C2CCCCC2)CC1)Nc1ccccc1C(F)(F)F | 5 | -2.8 | -1.1 | -7 | 9 | 11 | -2 | -2.7 | -0.86
COc1ccc(C(=O)OCc2cc3cccc(C)c3[nH]c2=O)cc1 | 3 | -3.6 | 0.0 | 2 | 5 | 0 | -0.63 | 0.8 | 0.0094
COc1ccc(C2C3=C(OC(C)=O)c4ccccc4C3=Nc3c2c(=O)n(C)c(=O)n3C)cc1 (configuration not stated) | -7 | -0.8 | -1.4 | -7 | -2 | 1 | -0.48 | -0.7 | 0.045
COc1ccc(N2CCN(C(c3cccs3)C(C)NS(=O)(=O)c3ccccc3)CC2)cc1 (configuration not stated) | -3 | 1.4 | · | · | -6 | · | -0.13 | -0.2 | 1.1
O=C(c1ccco1)N1CCN(c2nc3ccccc3c(=O)n2-c2ccccc2)CC1 | -1 | 0.5 | -1.9 | -1 | 1 | 0 | 0.56 | 0.4 | 0.28
NC(=O)c1cccc2c(=O)oc3ccccc3c12 | -7 | -1.4 | -0.5 | -3 | -3 | -6 | -0.17 | -0.1 | -0.82
COc1ccc(N(CC(=O)Nc2cccc(C(C)=O)c2)S(C)(=O)=O)cc1OC | -7 | -3.7 | -1.3 | -18 | -8 | 3 | -0.86 | -0.1 | -0.18
CCCn1c(C)nc2c(c1=O)c1nc3ccccc3nc1n2CCc1ccccc1 | -14 | 2.1 | -0.3 | 13 | -25 | 6 | -1.4 | 0.3 | -0.0082
Cc1onc(-c2c(Cl)cccc2Cl)c1C(=O)NCc1ccco1 | 2 | -3.6 | -1.1 | 8 | 3 | 1 | -0.2 | 0.2 | -0.34
CCC(C(=O)NC1CCCC1)N(C(=O)Cn1nnc(-c2ccc(C)o2)n1)C(C)(C)C (configuration not stated) | -1 | -0.7 | -0.6 | -1 | 3 | -3 | 0.18 | 0.7 | 0.12
COc1ccc(-n2nnc3c(=O)n(C/C=C/c4ccccc4)cnc32)cc1 | -2 | -1.7 | 1.2 | -8 | -11 | -9 | -0.33 | -0.2 | -0.67
O=C(c1cnc(N2CCN(c3ncccn3)CC2)c2ccccc12)N1CCN(c2ncccn2)CC1 | 5 | -4.7 | -0.5 | 2 | 4 | 7 | -1.2 | 0.5 | 11*
COc1ccc(C(=O)NC2CCN(C(=O)NC3CCCCC3)CC2)cc1 | -2 | 1.2 | 0.0 | -3 | -11 | -3 | 0.84 | -1.8 | -0.17
Cn1c(N)c(C(=O)COC(=O)c2ccc3c(c2)OCCO3)c(=O)n(C)c1=O | -13 | 0.5 | 0.1 | -11 | -6 | -4 | -0.0082 | -0.3 | -1
Cc1cc(C)cc(NC(=O)CCn2ccnc2C)c1 | 5 | -1.7 | 1.1 | 0 | -3 | -2 | 0.14 | -0.7 | 0.039
CC12CCC(C(=O)Nc3cccnc3)(CC1=O)C2(C)C (configuration not stated) | 8 | -2.5 | -0.6 | · | -1 | 1 | 0 | -1.0 | 0
CCN(CC)S(=O)(=O)c1ccc2c(c1)nc(CCC(=O)OCc1c(C)noc1C)n2C | -2 | -0.6 | -0.4 | -22 | -8 | -2 | 0.17 | -0.3 | -0.17
CCC(CC)n1[nH]c(=O)c2c(C)cc(C)nc21 | 5 | -0.9 | · | · | 3 | · | -0.59 | 0.1 | 0.94
Cn1cc(S(=O)(=O)N2CCN(c3cccc(C(F)(F)F)c3)CC2)c(=O)n(C)c1=O | 2 | 0.8 | -0.1 | 0 | -20 | 3 | 0.43 | 0.1 | 0.17
Cc1ccc(NC2=NC(c3ccccc3)n3c(nc(C)cc3=O)N2)cc1 (configuration not stated) | 5 | -3.0 | -0.3 | 16 | 15 | 0 | 2 | 0.3 | -0.068
O=C(COC(=O)c1ccc(Br)o1)NCCCc1ccccc1 | 2 | -2.8 | 0.5 | 8 | 11 | 5 | 0.89 | -0.2 | 0.17
COc1ccc(-n2c(SCC(=O)Nc3ccc4c(c3)OCO4)nc3ccccc3c2=O)cc1 | 10 | -0.3 | -0.8 | -7 | 2 | -4 | 1.3 | 0.4 | 0.32
Cc1cccc(N2CCN(S(=O)(=O)c3ccc4c(c3)CCC(=O)N4)CC2C)c1 (configuration not stated) | 2 | -1.7 | -0.5 | -6 | -1 | -4 | 0.41 | -0.2 | -1
CCCCSC1=C(C#N)C(c2ccccc2C)C(C(=O)OCC)C(=O)N1 (configuration not stated) | -4 | 1.5 | 1.4 | 15 | -4 | -6 | -0.22 | 0.0 | 0.3
CC(C)NCC(O)Cn1c2c(c3ccccc31)CCc1c-2cnn1-c1ccccc1 (configuration not stated) | -11 | 0.5 | -1.1 | 1 | 13 | 1 | -0.41 | 0.5 | -0.067
CN1CCN(CC(=O)Nc2nc(-c3ccccc3)cs2)CC1 | -4 | -0.4 | -1.1 | -8 | · | · | -2.4 | 0.6 | -0.3
COc1ccc(OCCC(=O)OCC(=O)NCc2ccco2)cc1 | 4 | -2.6 | · | · | -10 | · | 0.44 | -0.7 | -0.64
Cc1ccc(NS(=O)(=O)c2ccc(CCC(=O)O)cc2)cc1 | 1 | -1.6 | -0.4 | · | -2 | 1 | 0.00031 | 0.4 | -0.74
COC(=O)c1ccc(N2C(=O)CC(NCc3ccccc3)C2=O)cc1 (configuration not stated) | -5 | -7.0 | -1.3 | -4 | 1 | -4 | 0.43 | -0.3 | 0.3
COC(=O)C1=C(NC(=O)c2cccc(C)c2)CCS1 | -6 | 1.2 | 0.6 | 1 | -3 | -5 | · | 1.1 | ·
Cc1cccc(-n2c(N)cc(=O)[nH]c2=S)c1 | -10 | -3.6 | -0.4 | -18 | 8 | -4 | -0.0023 | 0.5 | 0.96
Cc1cc(-n2c(C)cc(C(=O)CSc3nnc4sc5ccccc5n34)c2C)no1 | 6 | 1.3 | 1.3 | -10 | -3 | 4 | -0.53 | 0.4 | 0.015
O=c1c2c(-c3ccco3)csc2nc(SCc2cn3cccnc3n2)n1-c1ccccc1 | -6 | -1.6 | 0.4 | -29 | -10 | -5 | -0.84 | -0.3 | 0.025
Cc1c(C(=O)OC2CCCCC2)sc2nc[nH]c(=O)c12 | 5 | -2.4 | -0.7 | · | -8 | 0 | 0.92 | 0.6 | -0.085
O=C(Nc1ccccc1)c1ccc(NCCN2CCOCC2)c(S(=O)(=O)N2CCOCC2)c1 | -5 | -3.0 | 0.0 | 0 | 6 | -1 | -0.0024 | -0.3 | -0.012
COC(=O)c1ccc(CSc2nc(-c3ccccc3)cs2)o1 | 5 | -3.2 | -0.3 | 14 | 8 | 5 | -0.24 | 0.8 | -1
CSc1ccc(C(C(C(=O)c2cccs2)N2CCOCC2)N2CCOCC2)cc1 (configuration not stated) | 1 | 0.7 | -0.9 | -18 | 6 | 1 | -3.4* | 0.8 | 0.64
Cc1cc(C)nc(NC2=NCC(=O)N2c2cccc(Cl)c2)n1 | 20 | 1.6 | -3.4 | -1 | · | · | 0.58 | -0.4 | -0.28
COc1ccc(NC(=O)COC(=O)c2ccc(N3CCCC3=O)cc2)cc1OC | 16 | -1.6 | -1.1 | -5 | 0 | 0 | 0.52 | 0.2 | -0.034
Cc1cc(-c2nnco2)c(C)n1-c1ccc(F)cc1 | 6 | 0.0 | · | · | 13 | · | 0.33 | -0.8 | 0.015
O=C(CSCc1cnn(-c2ccccc2)c1-n1cccc1)NCc1ccc2c(c1)OCO2 | 9 | -0.2 | -0.5 | 17 | 8 | 12 | -1.6 | -0.5 | 0.27

Rows were taken by chance (roughly 8.9% active in at least one column).
